SUMO Mot1 rescue: inhibitors of SUMOylation pathway: yeast Mot1-301 growth rescue. S. cerevisiae Mot1-301 growth rescue, ATP luminescence, 38.5C; percent above DMSO median, 100 means doubled. 320,000 compounds, 1% hits. growth rescue, % at 18.8 µM;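 active = every valid replicate shows activation above 250% relative to neutral control wells; inactive = the rest, any valid replicate at or below 250%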;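 note: OY570 slx delta 5 strain wells were the positive control but not used for scaling; some compounds called inactive have numbers as strong as hits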
Cardiac RTF inh: cardiac RTF calcium desensitization | IANBD-labeled cardiac RTF, Ca2+ fluorescence | P19429+P45379 | 340,000 compounds, 0.12% hits | inhibition, % at 7.15 µM;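 active = inhibition above the mean inhibition of all tested compounds plus 3 SD, cut at about 17% in these data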;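 note: assay run at fixed EC70 calcium of 1.6 mM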
NSD2 inh: inhibitors of human histone methyltransferase NSD2. NSD2 peptide methylation, AlphaScreen, 120 min. O96028. 310,000 compounds, 0.54% hits. inhibition, % at 12.5 µM; in the data active = inhibition above about 50%
dFosB activator: enhances mouse delta FosB homodimer DNA binding | P13346 | purified delta FosB, TAMRA-CDK5 oligo fluorescence polarization; percent of positive-control signal above neutral wells | activation, % at 25 µM | 340,000 compounds, 0.99% hits | AID 493131;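 active = mean activation above about 17%, with every replicate also reaching it, limit read from the data, passing the limit was not always enough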;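 note: fluorescence polarization rise as delta FosB binds a TAMRA Cdk5 AP-1 oligo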
Keap1 Nrf2 FP: Keap1-Nrf2 (human) interaction inhibition | Q14145 | Keap1 Kelch-Nrf2 peptide fluorescence polarization, 1536-well | inhibition, % at 9.4 µM | 340,000 compounds, 0.15% hits | AID 504523; in the data active = inhibition above about 12%;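 note: human Keap1 Kelch domain with fluorescein labeled Nrf2 9mer peptide probe; 0% = neutral control wells and 100% = peptide positive control; higher means more block of Keap1 binding to Nrf2 peptide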
PvdQ inh: P. aeruginosa PvdQ acylase inhibition | inhibition, % at 10 µM | AID 488965 | 340,000 compounds, 0.063% hits | purified PvdQ acylase, fluorescence plate reader; in the data active = inhibition above about 30%, passing the limit was not always enough;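 note: 0% = vehicle neutral wells and 100% = reference inhibitor wells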
Rtt109 Vps75: inhibitors of Candida albicans Rtt109/Vps75 histone acetyltransferase. 330,000 compounds, 0.16% hits. purified Rtt109/Vps75, ThioGlo CoA-SH fluorescence, 4 h. Q5AAJ8. inhibition, % at 34.9 µM;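 active = inhibition of at least 50% in every replicate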
Target sequence (Q5AAJ8 whole entry, looked up): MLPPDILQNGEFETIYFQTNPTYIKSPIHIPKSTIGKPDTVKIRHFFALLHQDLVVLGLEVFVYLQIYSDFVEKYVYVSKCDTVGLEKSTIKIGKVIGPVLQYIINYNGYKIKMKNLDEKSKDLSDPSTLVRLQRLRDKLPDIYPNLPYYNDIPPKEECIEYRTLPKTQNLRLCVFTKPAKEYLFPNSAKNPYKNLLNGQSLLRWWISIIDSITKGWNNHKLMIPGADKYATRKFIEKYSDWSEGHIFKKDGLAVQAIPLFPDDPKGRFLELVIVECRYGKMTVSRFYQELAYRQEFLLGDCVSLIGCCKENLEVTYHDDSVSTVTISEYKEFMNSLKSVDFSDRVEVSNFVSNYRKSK
LANA DNA inh: KSHV C-LANA DNA binding inhibition; 340,000 compounds, 0.078% hits; inhibition, % at 9 µM; AID 504423; MBP-C-LANA/FAM-LBS DNA binding, fluorescence polarization;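 active = highest replicate inhibition at or above 60% at 9 µM, even if other replicates fall short; inactive = all replicates below 60% inhibition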;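 note: 0% = neutral control wells and 100% = 4 µM acridine orange control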
PfHsp90 yeast 2: inhibits growth of yeast expressing Plasmodium falciparum Hsp90 | 310,000 compounds, 0.32% hits | S. cerevisiae expressing PfHsp90, BacTiter-Glo ATP, 48 h; yeast lacking PDR1 and PDR3 efflux regulators | inhibition, % at 9.4 µM | AID 504621;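 active = every replicate shows inhibition above about 80%, whatever the replicate mean, limit read from the data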;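 note: 0% = DMSO neutral controls and 100% = 20 µM radicicol positive controls; yeast relying on Plasmodium falciparum Hsp90 in place of its own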
CDK5 inh: inhibitors of human CDK5/p35 kinase | Q00535+Q15078 | Recombinant CDK5/p35, ADP-Glo luminescence, 60 min | inhibition, % at 10 µM | 330,000 compounds, 0.01% hits | AID 488839;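 active = highest replicate inhibition of at least 50% and at least 75% of replicates reaching 50%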;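 note: plate controls were DMSO neutral control for no effect and GW8510 at 10 µM for full effect; many of its hits are not listed in these tables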
Target sequence (Q00535 whole entry, looked up): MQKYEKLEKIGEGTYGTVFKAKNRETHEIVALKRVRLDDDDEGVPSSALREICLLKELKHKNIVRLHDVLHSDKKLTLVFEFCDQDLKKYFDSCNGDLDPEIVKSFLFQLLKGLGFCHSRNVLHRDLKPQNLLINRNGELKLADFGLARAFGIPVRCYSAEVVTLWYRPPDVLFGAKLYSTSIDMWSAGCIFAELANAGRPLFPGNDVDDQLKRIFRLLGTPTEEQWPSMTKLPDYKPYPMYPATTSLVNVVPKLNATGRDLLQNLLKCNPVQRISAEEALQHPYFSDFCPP
Target sequence (Q15078 whole entry, looked up): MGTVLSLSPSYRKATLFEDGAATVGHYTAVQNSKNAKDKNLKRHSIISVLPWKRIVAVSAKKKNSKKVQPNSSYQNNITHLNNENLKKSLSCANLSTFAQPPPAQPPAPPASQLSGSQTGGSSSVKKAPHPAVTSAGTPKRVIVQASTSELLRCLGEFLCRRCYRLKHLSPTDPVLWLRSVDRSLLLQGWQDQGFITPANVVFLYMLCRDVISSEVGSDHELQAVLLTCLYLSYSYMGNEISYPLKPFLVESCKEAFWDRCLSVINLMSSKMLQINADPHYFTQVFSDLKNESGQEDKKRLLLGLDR
RTF Ca sens act: cardiac RTF calcium sensitization; P19429+P45379; IANBD-labeled TnC RTF fluorescence at EC20 calcium; 0% EC20 calcium, 100% full calcium; activation, % at 7.2 µM; 340,000 compounds, 0.24% hits;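 active = activation above the mean over all tested compounds plus 3 SD, cut at about 30% in these data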;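 note: rise in fluorescence read as greater calcium sensitivity of cardiac thin filaments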
* = called active by the depositor; · = not tested or not shown.

entry	SMILES	SUMO Mot1 rescue	Cardiac RTF inh	NSD2 inh	dFosB activator	Keap1 Nrf2 FP	PvdQ inh	Rtt109 Vps75	LANA DNA inh	PfHsp90 yeast 2	CDK5 inh	RTF Ca sens act
1	O=C1NCCN(Cc2ccc(-c3ccccc3)cc2)C1CC(=O)N1CCN(CCO)CC1 (centres undefined)	273	-1	0	-5	-4	-15	20	2.2	3	-0.8	12
2	CC1CCCN(c2ccc(C(=O)Nc3ccc4c(c3)OCO4)cc2[N+](=O)[O-])C1 (centres undefined)	9	-1	3	-4	3	-5	4	-0.4	9	-0.1	-2
3	COc1ccc(NC(=O)Cn2nc(C(=O)O)c3ccccc3c2=O)cc1Cl	4	-3	4	93*	-3	-9	-12	0.3	-12	-3.1	4
4	CC(=O)Nc1ccc(S(=O)(=O)NCCC(=O)NNC(=O)c2ccccc2O)cc1	-20	-5	0	-9	1	-2	-3	-1.0	-40	0.4	-4
5	CC(NC(=O)OC(C)(C)C)C(=O)NC(CCC(=O)OCc1ccccc1)C(N)=O (centres undefined)	20	-6	1	-7	-2	8	9	0.4	5	-0.2	5
6	O=C(NCC1COc2ccccc2O1)c1ccc(NC(=O)C2CCCO2)cc1 (centres undefined)	-5	1	-3	4	-6	-14	-26	-0.6	·	0.1	0
7	O=C(COC(=O)C1CCCCC1)Nc1ccc(S(=O)(=O)N2CCOCC2)cc1	-10	4	-2	-10	-2	-8	-8	0.7	12	-2.5	-4
8	N#Cc1ccccc1OCCCN1CCC(Cc2ccccc2)CC1	3	-2	3	3	1	-10	7	-0.8	3	-0.8	-7
9	O=C(CN1C(=O)C(=O)N(Cc2ccccc2)C1=O)Nc1cc(Cl)cc(Cl)c1	7	-6	1	-8	1	-2	19	-1.3	-1	0.6	-2
10	CN1CCN(C(=O)/C(=C/c2ccc([N+](=O)[O-])cc2)NC(=O)c2ccccc2)CC1	-8	3	6	7	-6	-11	-13	-1.6	-9	-3.4	-7
11	COc1cccc(-c2noc(C3CCCN(C(=O)Cc4ccccc4)C3)n2)c1 (centres undefined)	480	-2	-1	3	0	-12	8	0.5	5	-0.3	-7
12	CCOC(=O)C1=C(c2ccccc2)NC(=S)NC1c1ccc(C)c([N+](=O)[O-])c1 (centres undefined)	-3	5	-1	5	-5	24	4	-1.8	-27	-2.9	-5
13	CN1CCN(C2CCN(S(=O)(=O)c3ccc(C(C)(C)C)cc3)CC2)CC1	·	7	7	0	0	-12	-7	0.8	5	-1.3	3
14	CSC1=NNC(c2ccc(C(C)(C)C)cc2)=NN1	65	2	0	-3	2	-10	4	-1.4	-12	0.1	-5
15	Cc1cc(=O)[nH]c(SCc2cccc3cccnc23)n1	-17	4	-3	-8	-3	-14	1	-0.8	-17	0.3	4
16	Cc1ccc(-c2nc(CS(=O)CC(=O)NC(C)CCc3ccccc3)c(C)o2)cc1 (centres undefined)	-4	-2	13	-9	1	-7	-7	0.8	0	·	-4
17	CCCN1CCN(CC(=O)NCC(=O)Nc2cccc(C)c2C)CC1	·	-1	4	-8	2	-3	-7	0.0	·	1.0	-5
18	NC(=O)NC(=O)COC(=O)CNS(=O)(=O)c1ccc(F)c(F)c1F	-21	-6	0	1	2	-10	-5	-0.3	-4	-0.2	-1
19	CC(=O)n1cc(N(C(=O)CCl)c2ccc(C)cc2)c2ccccc21	-4	-5	-1	-4	-4	-10	3	-2.0	-7	2.2	0
20	Cc1ccc(C(=O)C(C)OC(=O)c2ccc(Cl)nc2)cc1 (centres undefined)	-1	-2	-10	1	4	-10	4	-0.5	·	0.9	-6
21	CC(C)=C1C2CCC1C1C(=O)N(c3nc(-c4ccc(C(C)C)cc4)c(C)s3)C(=O)C21 (centres undefined)	-13	-7	-2	-15	-3	-5	-7	-2.2	-4	-0.9	6
22	O=C(NC(Cc1ccc(O)cc1)C(=O)N=Nc1c(O)[nH]c2ccccc12)c1ccccc1 (centres undefined)	·	-2	1	7	2	3	-6	-2.9	13	0.0	-1
23	COCCCNC(=O)CN(c1cccc(Cl)c1)S(C)(=O)=O	-18	-1	4	0	-5	-12	-1	-0.6	·	-4.4	13
24	CCC(C)(C)C1CCc2[nH]nc(C(=O)NCc3ccc(OC)cc3)c2C1 (centres undefined)	0	8	·	-11	-1	-2	0	0.9	-19	0.4	-8
25	O=c1c2c(-c3ccc([N+](=O)[O-])cc3)csc2nc2n1CCCCC2	-10	-8	7	2	-1	-5	9	-1.5	·	0.2	4
26	CCOC(=O)C1(Cc2ccccc2Cl)CCN(C(=O)CCn2ccnc2C)CC1	-2	-13	-4	-4	-3	-20	2	-0.6	-4	-1.9	10
27	Cn1c(CSCc2ccc(F)cc2)nnc1SCC(=O)N1CCN(c2ccccc2)CC1	-15	6	5	4	3	-1	13	-0.1	-21	1.6	2
28	COc1ccc(C(=O)NCCN2CCOCC2)cc1S(=O)(=O)Nc1ccc(C)cc1	-5	-1	-1	0	-3	5	-7	0.5	-19	0.0	-5
29	O=C(Nc1nc2ccsc2c(=O)s1)c1ccc(F)cc1Cl	-4	1	-7	6	4	-5	3	1.3	-25	-1.1	-3
30	CN1CCCC(n2nc(Cc3ccc(Cl)cc3)c3ccccc3c2=O)CC1 (centres undefined)	396*	-7	·	-9	3	1	-3	-3.6	9	-0.3	13
31	COC(=O)c1ccccc1NC(=O)N1CCc2ccc(NC(=O)c3ccccn3)cc2C1	84	-2	3	2	-2	8	0	-2.0	15	1.2	-1
32	Cc1ccc2[nH]c3c(NCCN4CCOCC4)ncnc3c2c1	·	-2	-3	4	0	-3	0	-0.6	-15	-2.2	-6
33	CCn1c2ccccc2c(=O)c2ccccc21	-21	-1	-10	-6	4	2	-25	0.3	31	3.5	-1
34	CC(C)[C@H](NC(=O)c1ccco1)C(=O)OCC(=O)NC12CC3CC(CC(C3)C1)C2	-2	2	0	-8	2	20	1	-0.2	-10	-0.2	-3
35	CN(C(=O)c1cccc(C(=O)N(C)c2ccccc2)c1)c1ccccc1	-4	-10	15	0	-4	-14	3	-2.2	5	0.5	4
36	N#CC1(Nc2ccc(S(N)(=O)=O)cc2)CCCC1	·	-2	-1	0	-5	-12	6	0.7	24	-5.0	2
37	CCN(C(=O)CSc1nc2ccc([N+](=O)[O-])cc2s1)c1c(N)n(Cc2ccccc2)c(=O)[nH]c1=O	·	-2	0	-5	-2	-18	1	-0.5	-4	0.8	-3
38	O=C(CN1c2cccc3cccc(c23)S1(=O)=O)Nc1cccc(S(=O)(=O)N2CCOCC2)c1	159	3	-1	-7	1	2	2	-0.5	-14	0.9	4
39	CN(CC(=O)NCc1ccco1)CC(=O)Nc1cc(S(C)(=O)=O)ccc1Cl	·	-7	-1	-1	0	-13	3	1.1	14	0.5	2
40	COc1ccc(C(=O)NCC(=O)OCC(=O)Nc2ccc(C)c(S(=O)(=O)N(C)C)c2)cc1OC	-5	-3	0	-10	3	-8	9	0.6	-18	-1.0	-1
41	COc1ccnc(N=CNOCc2ccc(F)cc2Cl)c1C#N	-8	5	-1	0	0	0	18	0.1	11	1.0	1
42	O=C(CCC(=O)N1CCOCC1)NCCc1ccc(F)cc1	10	-3	-2	1	-3	10	11	-0.2	·	1.4	-2
43	O=C(Nc1ccc2ccccc2c1)c1ccc2[nH]c(=O)c(=O)[nH]c2c1	4	-1	-5	0	-5	3	4	1.5	-17	-0.3	-3
44	Cn1nc(-c2ccc(OCC(=O)Nc3cccnc3)cc2)c2ccccc2c1=O	13	6	-2	-14	3	-6	-20	-1.6	·	0.4	13
45	CCOC(=O)C1CCN(Cc2nc3ccccc3c(=O)n2-c2ccc(OCC)cc2)CC1	·	-8	-7	6	1	11	8	-0.9	-29	-1.4	0
46	Cc1cc(C)cc(OCC(=O)Nc2ccccc2C(=O)N2CCOCC2)c1	-9	0	-1	2	0	-10	-7	-0.4	14	0.2	5
47	CN1CCN(/N=C/c2nc(-c3cccc([N+](=O)[O-])c3)n3ccccc23)CC1	5	-21	8	2	-5	-6	13	0.5	18	-7.7	3
48	Cc1ccc(C(=O)CSc2nnc(-c3ccco3)n2CC2CCCO2)cc1 (centres undefined)	1	8	2	1	-4	3	9	0.8	17	0.2	-1
49	CC1CC(CN)CC(CO)C1 (centres undefined)	-4	7	9	-11	-1	-8	5	0.3	0	0.6	6
50	COc1ccccc1NC(=O)c1ccccc1NS(=O)(=O)N1CCCC1	4	-1	83*	-2	0	-7	4	0.7	-23	0.4	3

Other compounds.
entry	SMILES	SUMO Mot1 rescue	Cardiac RTF inh	NSD2 inh	dFosB activator	Keap1 Nrf2 FP	PvdQ inh	Rtt109 Vps75	LANA DNA inh	PfHsp90 yeast 2	CDK5 inh	RTF Ca sens act
51	NC(=O)c1ccc(-c2c(-c3ccccc3)sc3ccccc23)cc1	-11	-2	·	11	-2	-7	-1	-1.5	-4	0.6	1
52	Cc1sc2ncnc(SC(C)C(=O)N3c4ccccc4Sc4ccccc43)c2c1C (centres undefined)	-12	-7	-1	-6	-10	-23	12	1.4	-22	-2.5	8
53	O=C(C1CCCN(S(=O)(=O)c2cccc3nonc23)C1)N1CCC(Cc2ccccc2)CC1 (centres undefined)	455	-1	3	-15	-3	-10	10	0.5	-12	0.3	-1
54	Nc1nonc1-n1nnc(C(=O)N/N=C/c2ccc3c(c2)OCO3)c1CSc1ccccc1	-2	-3	18	36*	1	2	-3	0.3	15	-0.1	-2
55	O=C(NNC(=O)c1cnccn1)c1ccc(Cl)cc1	-1	-16	3	1	3	-2	2	0.2	9	0.7	-6
56	Cc1csc2ncc(C(=O)NCCc3ccccc3)c(=O)n12	-15	2	·	-10	-5	-2	-1	0.2	1	3.2	2
57	O=C(N/N=C/c1ccc(Br)s1)c1ccccn1	5	6	32	-6	-3	-7	-5	-0.8	14	1.1	2
58	CC12CN(C(=O)c3ccccc3)C3(C#N)CC1CCC23C (centres undefined)	0	-4	-4	0	0	-16	1	-0.9	-17	-4.9	-2
59	C[C@@]12C(=O)N(CCc3c[nH]c4ccccc34)CC(=O)N1[C@H]1c3ccccc3OC[C@@H]1[C@@H]2c1ccccc1	8	-6	·	-10	-3	-8	-9	0.6	12	1.4	-2
60	O=c1[nH]c(=O)c2[nH]c(=S)[nH]c2[nH]1	·	-5	·	-7	-4	-15	7	4.4	-51	3.1	0
61	COc1ccccc1NS(=O)(=O)c1ccc(C)c(C(=O)N2CCN(c3ccc(O)cc3)CC2)c1	0	0	2	-12	-6	-1	2	-2.2	2	-0.6	-4
62	CC1CC(C)CN(S(=O)(=O)c2ccc(NC(=O)CCN3C(=O)C4CC=CCC4C3=O)cc2)C1 (centres undefined)	·	1	-3	-12	-3	-15	11	-0.8	-33	-0.7	-8

Screening results (PubChem BioAssay)
